# IMPase inh: membrane-permeable compound that blocks inositol monophosphatase; P97697; CHO-M1 cells, IP1 accumulation, HTRF TR-FRET ratio; inhibition (IP1 accumulation), % at 46.1 µM; 120,000 tested, under 10 active; AID 901; active means well fitted curve in the direction sought with a large enough effect in the signal ratio, not every such curve was filed as active; inconclusive means small, poorly fitted or top-dose-only effect, or a change in a side signal; inactive means no such curve, though single readings can be large or run the other way; the % refers to the signal ratio;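 further: cells stimulated with carbachol in lithium chloride buffer; plate controls were DMSO basal wells for no effect and reference inhibitor wells for full effect; higher means more IMPase inhibition seen as more IP1 and lower FRET ratio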
# Target sequence (P97697 whole entry, looked up): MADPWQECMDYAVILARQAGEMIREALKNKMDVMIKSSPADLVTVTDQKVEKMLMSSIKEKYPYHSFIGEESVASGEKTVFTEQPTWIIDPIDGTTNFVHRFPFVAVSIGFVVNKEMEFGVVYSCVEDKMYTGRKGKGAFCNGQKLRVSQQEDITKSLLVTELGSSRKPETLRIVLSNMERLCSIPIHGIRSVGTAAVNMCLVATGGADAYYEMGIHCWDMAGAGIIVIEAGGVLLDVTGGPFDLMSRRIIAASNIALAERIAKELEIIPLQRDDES
#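 Elevated IP1 in lysates lowers TR-FRET signal (665/620 ratio and 620 channel reported). Cells were CHO-M1, given carbachol (50 uM as added) plus 50mM LiCl, pH 7.4, 30 min, 37C; compounds titrated up to 46 uM; AC50 by Hill equation.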
# PNC assembly inh: inhibitors of perinucleolar compartment assembly | 3.1% of 140,000 active | PC3M PTB-GFP, PNC prevalence imaging, 16 h; stronger effect = lower value | activity change (PNC), negative = inhibition, % at 10 µM;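 active means readout at or below -70, meaning at least 70% loss of cells showing the perinucleolar compartment, a nuclear body marking cancer cells; inconclusive means readout between -30 and a set limit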;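 further: plate controls were DMSO wells for no effect and camptothecin positive control wells for full effect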
#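 Read-out is percentage of cells bearing a perinucleolar compartment, from automated 20x imaging of fixed, Hoechst-stained PC3M PTB-GFP cells. Cells were seeded 4 h, then exposed 16 h to compound (23 nl of library stock) in duplicate plates.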
# 12-hLO inh: inhibitors of human 12-lipoxygenase (ALOX12); P18054; purified 12-hLO, xylenol orange hydroperoxide absorbance; Potency, µM (top dose mostly 57.1 µM), without a hit: at the top dose activity change, negative = inhibition, actives largely listed as inhibitors; 0.12% of 150,000 active; AID 1452; further: potency means the concentration at half of the fitted maximal effect; nearly all actives have a fitted effect of over 55% in size; many of its hits are not listed in these tables
#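 Hydroperoxide formation by human 12-lipoxygenase from 40 uM arachidonic acid was followed colorimetrically via ferric-xylenol orange complex, using the 573/405 nm absorbance ratio. Enzyme concentration was 150 nM, with 30 min reaction at room temperature.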
# ALOX15B inhib: 15-hLO-2 (ALOX15B) enzyme inhibition; purified 15hLO-2, xylenol orange hydroperoxide absorbance; Potency, µM (titrated, usually from 57.1 µM), for the others: at the top dose activity change, negative = inhibition, hits mostly inhibitors; O15296; 0.56% of 110,000 active; AID 881; further: potency means the concentration at half of the fitted maximal effect; nearly all actives have a fitted effect of over 60% in size; many of its hits are not listed in these tables
# Target sequence (O15296 whole entry, looked up): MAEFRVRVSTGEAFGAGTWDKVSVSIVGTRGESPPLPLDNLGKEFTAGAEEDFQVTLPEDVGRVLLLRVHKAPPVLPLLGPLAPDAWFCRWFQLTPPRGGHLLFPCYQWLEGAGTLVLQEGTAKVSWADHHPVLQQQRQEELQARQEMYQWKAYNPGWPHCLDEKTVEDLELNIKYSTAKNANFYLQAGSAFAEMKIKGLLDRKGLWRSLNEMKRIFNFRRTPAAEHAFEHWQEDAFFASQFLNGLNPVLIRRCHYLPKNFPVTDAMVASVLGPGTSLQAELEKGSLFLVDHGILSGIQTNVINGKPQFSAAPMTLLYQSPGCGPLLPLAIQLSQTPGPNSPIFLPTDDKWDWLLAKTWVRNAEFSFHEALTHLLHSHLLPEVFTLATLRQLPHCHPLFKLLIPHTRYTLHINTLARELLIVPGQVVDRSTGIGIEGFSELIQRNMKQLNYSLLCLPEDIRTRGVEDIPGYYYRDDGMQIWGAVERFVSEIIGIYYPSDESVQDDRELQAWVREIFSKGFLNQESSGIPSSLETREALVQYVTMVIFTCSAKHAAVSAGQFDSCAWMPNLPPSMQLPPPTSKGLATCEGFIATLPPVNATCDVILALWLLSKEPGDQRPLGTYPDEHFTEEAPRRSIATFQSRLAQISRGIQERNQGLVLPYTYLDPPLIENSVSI
#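 Enzyme 50 nM, AA 45 uM, 25 mM Hepes pH 7.5 + 0.01% Triton X-100; cpd preinc 15 min RT, rxn 90 min RT; stop/detect with 200 uM XO + 300 uM Fe(II) in 50 mM H2SO4, 30 min; A573/A405.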
# * = called active by the depositor; ? = inconclusive; . = not tested or not shown; [ ] = dose if it differs, or a comment. Unless noted, the call rests on the fitted dose curve; in most records, active means well fitted curve in the direction sought with a large enough effect; inconclusive means small, poorly fitted or top-dose-only effect, or another doubt; inactive means no such curve, though single readings can be large; an effect the other way counts as inactive or inconclusive. Unless noted, on the % scale 0 is the no-effect control and ±100 the full control effect. Only part of the results is shown (hit frequency here may not be typical).
# Abbreviations – A = IMPase inh; B = PNC assembly inh; C = 12-hLO inh; D = ALOX15B inhib
1: Cc1ccc(S(=O)(=O)N2CCC(=O)N(CCOCc3ccc(C(F)(F)F)cc3)CC2)cc1
  A = .	B = 68	C = -6%[0.00818 µM]	D = 15%[0.0915 µM]

2: CCCN(CCC)C(=O)CSc1nc2n[nH]c(C)c2c(=N)n1-c1ccc(OCC)cc1
  A = 3	B = ?	C = -13%	D = 20%

3: CCOC(=O)/C(=C/C=C1\Sc2ccccc2N1CC)C(C)=O
  A = .	B = 6	C = -11%	D = .

4: NC(=O)c1c(NC(=O)COC(=O)CSc2nnc(-c3ccc(Cl)cc3)o2)sc2c1CCC2
  A = -7	B = 95	C = -14%	D = 7%

5: CCCCN(CCCC)S(=O)(=O)c1ccc(C(=O)Nc2nnc(COC)o2)cc1
  A = -8	B = 4	C = -15%	D = 85%[activator]

6: Cc1ccc(CSCCNC(=O)c2ccc(Cl)c(S(=O)(=O)N3CCOCC3)c2)cc1
  A = 7	B = 11	C = 1%	D = -5%

7: CC[n+]1c(/C=C/N(C)c2ccccc2)oc2ccccc21
  A = 9	B = -1	C = -1%	D = .

8: CN(C)c1ccc(C(=O)c2ccc(O)cc2O)cc1
  A = 3	B = ?	C = -11%	D = .

9: Cc1nc(NCc2ccccc2)c2nc(-c3ccccc3)n(CCN3CCCCC3)c2n1
  A = .	B = .	C = -11%	D = 36%[activator]

10: CCC(C)c1ccccc1NC(=O)COC(=O)CCc1cc(OC)c(OC)c(OC)c1 (stereo not given)
  A = .	B = 33	C = -3%	D = .

11: CCOc1cccc(C(=O)Nc2ccc(N3CCN(S(C)(=O)=O)CC3)cc2)c1
  A = 4	B = -5	C = -7%	D = 1%

12: COc1ccc(C2(CNC(=O)c3cccc([N+](=O)[O-])c3)CCCCC2)cc1OC
  A = .	B = 114	C = -1%	D = .

13: CC1=C(C(=O)OCCNC(=O)c2cccnc2)C(c2cccc([N+](=O)[O-])c2)C(C(=O)OCCN(C)C)=C(C)N1 (stereo not given)
  A = .	B = ?	C = 1%	D = .

14: Cc1nc2ccc(NC(=O)c3c(-c4ccccc4)noc3C)cc2s1
  A = 6	B = -26	C = -2%	D = 10%

15: CCC1=NN(C(=O)c2ccc(Br)cc2)C(O)(c2ccccc2)C1 (stereo not given)
  A = 3	B = 25	C = -8%	D = .

16: CCN(C1CCCCC1)S(=O)(=O)c1cc(C)ccc1OC
  A = 5	B = ?	C = 1%	D = -6%

17: C=C(C)Cn1c(SCC(=O)O)nnc1-c1ccc(OC)cc1
  A = -6	B = -7	C = -4%	D = -2%

18: N#C/C(=C/c1ccc(Sc2nc3ccccc3[nH]2)o1)c1ccccc1F
  A = 6	B = ?	C = 3%	D = 25%

19: Cc1nc2sc(C(c3cccs3)N3CCN(C(=O)c4ccco4)CC3)c(O)n2n1 (stereo not given)
  A = -1	B = 19	C = 0%	D = 2%

20: N#CC1=C(N)Oc2cc3ccccc3cc2C1c1cccnc1 (stereo not given)
  A = 5	B = -90*	C = -20%	D = 3%

21: COc1ccc2c(C(F)(F)F)cc(=O)oc2c1C
  A = -4	B = 7	C = 6%	D = .

22: CC(C)Oc1cccc(C(=O)NC(=S)Nc2ccccc2)c1
  A = .	B = -101*	C = ?	D = .

23: COC(=O)CSc1nc(C2CC2)nc2ccccc12
  A = -21	B = ?	C = -6%	D = 0%

24: O=C(c1ccc2c(c1)C(=O)N(Cc1ccco1)C2O)N1CCOCC1 (stereo not given)
  A = -2	B = 6	C = 3%	D = -1%

25: COC(=O)CNC(=O)C12CC3(C)CC(C)(CC(C)(C3)C1)C2
  A = -3	B = -4	C = 1%	D = -1%

# Single records, as listed above.
# Cc1nc(NCc2ccccc2)c2nc(-c3ccccc3)n(CCN3CCCCC3)c2n1 reads IMPase inh = .; PNC assembly inh = .; 12-hLO inh = -11%; ALOX15B inhib = 36%[activator]
# N#CC1=C(N)Oc2cc3ccccc3cc2C1c1cccnc1 (stereo not given) reads IMPase inh = 5; PNC assembly inh = -90*; 12-hLO inh = -20%; ALOX15B inhib = 3%

# Additional entries follow.
# Abbreviations – A = IMPase inh; B = PNC assembly inh; C = 12-hLO inh; D = ALOX15B inhib
26: CC(=O)Nc1ccc2c(c1)CCCN2C(=O)c1ccccc1
  A = 1	B = -3	C = -3%	D = 0%

27: Cc1cccc(CCNS(=O)(=O)c2cnc[nH]2)c1
  A = -4	B = 39	C = -2%	D = 1%

28: CCC(C)[C@@H](NC(=O)OC(C)(C)C)c1nnc(S(=O)(=O)Cc2cccc(C)c2)o1 (stereo not given in full)
  A = ?	B = 6	C = -10%	D = -22%

29: COc1ccccc1-c1cc(C(=O)NCc2ccc(F)cc2)no1
  A = 8	B = -27	C = -12%	D = 2%

30: CCOC(=O)c1ccccc1NC(=O)CSc1nc2ccccc2n1CC(=O)N1CCCC1
  A = -5	B = 9	C = 0%	D = 0%

31: CCOC(=O)c1cccc(NC(=O)COC)c1
  A = 6	B = 47	C = 6%	D = -7%

32: Cc1c(N/N=C(\C#N)C(=O)c2ccc(Cl)cc2)c(=O)n(-c2ccccc2)n1C
  A = .	B = -13	C = ?	D = .

33: CC(C)(C)c1ccc(S(=O)(=O)N(CCCN2CCOCC2)Cc2cccs2)cc1
  A = .	B = ?	C = -22%	D = .

34: O=[N+]([O-])c1cccc(/C=N/Nc2nc(C(Cl)(Cl)Cl)nc3ccccc23)c1
  A = .	B = 105	C = -3%	D = .

35: O=C1NC(c2cccs2)Nc2ccccc21 (stereo not given)
  A = 0	B = -12	C = -1%	D = 10%

36: Cc1ccc(C(=O)CCC2CCCC2=O)cc1 (stereo not given)
  A = 6	B = 40	C = 0%	D = 0%

37: COc1cccc(NC(=O)C2CCN(c3ncccn3)CC2)c1
  A = -3	B = 10	C = 1%	D = 10%

38: CCOC(=O)c1ccc(Oc2nc(NC(C)(C)C)nc(N(C)C)n2)cc1
  A = 12	B = 44	C = -10%	D = 26%

39: O=C(CCNc1ccccc1)c1cccc([N+](=O)[O-])c1
  A = -12	B = -21	C = -15%	D = -20%

40: O=C(Nc1ccccc1C(F)(F)F)c1ccc(CN2CCC(Cc3ccccc3)CC2)cc1
  A = 17	B = 86	C = 6%	D = 41%[activator]

41: O=C(CSc1nc2ccccc2[nH]1)Nc1nc(-c2cccc(Br)c2)cs1
  A = -4	B = 7	C = -3%	D = .

42: Cc1ccccc1-n1c(Cc2cccs2)n[nH]c1=S
  A = 3	B = 70	C = 3%	D = -7%

43: O=C(OCc1nc2ccccc2[nH]1)C12CC3CC(CC(C3)C1)C2
  A = -3	B = 66	C = 3%	D = 50%[activator]

44: COC(=O)C1=C(NC(=O)COc2ccc(Cl)cc2Cl)CCS1
  A = -7	B = -27	C = 2%	D = .

45: CS(=O)(=O)N(CC(=O)N1CCC(C(N)=O)CC1)c1ccc(Oc2ccccc2)cc1
  A = 3	B = 5	C = 0%	D = -1%

46: Cc1sc2ncn(C(C)C(=O)OC3CCCCC3)c(=O)c2c1C (stereo not given)
  A = 3	B = 13	C = -8%	D = -5%

47: CC(Cc1ccccc1)N/C=C1/CC(=O)NC1=O (stereo not given)
  A = ?	B = ?	C = -7%	D = -8%

48: Cc1c(Cl)cccc1NC(=S)NCc1ccccc1Cl
  A = .	B = 12	C = 10µM*	D = .

49: CCCCOc1ccc(C(=O)Oc2ccc(C)nc2)cc1
  A = 4	B = -28	C = -4%	D = 20%

50: CCOCCCNS(=O)(=O)c1ccc(Br)cc1
  A = -3	B = 35	C = 4%	D = -7%

51: CCc1cccc2c(=O)c(C(=O)N3CCOCC3)c[nH]c12
  A = 6	B = -2	C = -1%	D = 4%

# 4 of the compounds above, with values under each structure.
# Order of values – IMPase inh | PNC assembly inh | 12-hLO inh | ALOX15B inhib
31. CCOC(=O)c1cccc(NC(=O)COC)c1
 : 6 | 47 | 6% | -7%
32. Cc1c(N/N=C(\C#N)C(=O)c2ccc(Cl)cc2)c(=O)n(-c2ccccc2)n1C
 : . | -13 | ? | .
33. CC(C)(C)c1ccc(S(=O)(=O)N(CCCN2CCOCC2)Cc2cccs2)cc1
 : . | ? | -22% | .
34. O=[N+]([O-])c1cccc(/C=N/Nc2nc(C(Cl)(Cl)Cl)nc3ccccc23)c1
 : . | 105 | -3% | .

# Taken from the entries so far for reference:
# Abbreviations – A = IMPase inh; B = PNC assembly inh; C = 12-hLO inh; D = ALOX15B inhib
26: CC(=O)Nc1ccc2c(c1)CCCN2C(=O)c1ccccc1
  A = 1	B = -3	C = -3%	D = 0%

27: Cc1cccc(CCNS(=O)(=O)c2cnc[nH]2)c1
  A = -4	B = 39	C = -2%	D = 1%

28: CCC(C)[C@@H](NC(=O)OC(C)(C)C)c1nnc(S(=O)(=O)Cc2cccc(C)c2)o1 (stereo not given in full)
  A = ?	B = 6	C = -10%	D = -22%

29: COc1ccccc1-c1cc(C(=O)NCc2ccc(F)cc2)no1
  A = 8	B = -27	C = -12%	D = 2%

30: CCOC(=O)c1ccccc1NC(=O)CSc1nc2ccccc2n1CC(=O)N1CCCC1
  A = -5	B = 9	C = 0%	D = 0%

# Reformatted: 2 of the compounds above
30. CCOC(=O)c1ccccc1NC(=O)CSc1nc2ccccc2n1CC(=O)N1CCCC1
  IMPase inh = -5; PNC assembly inh = 9; 12-hLO inh = 0%; ALOX15B inhib = 0%

34. O=[N+]([O-])c1cccc(/C=N/Nc2nc(C(Cl)(Cl)Cl)nc3ccccc23)c1
  IMPase inh = .; PNC assembly inh = 105; 12-hLO inh = -3%; ALOX15B inhib = .

# Bioassay records as filed in PubChem BioAssay.
